Compound activity from PubChem.
BAZ2B block = blocks human BAZ2B; AlphaScreen BAZ2B-H3K14Ac peptide displacement; Potency, µM (series often up to 114 µM), without a hit: at the highest dose activity change, negative = inhibition, most hits filed as inhibitors; actives 4.4% (n = 360,000); AID 504333; further: on the % scale 0 is the no-effect control and ±100 the full control effect; nearly all actives have a fitted effect of over 60% in size
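Protein-peptide AlphaScreen: BAZ2B 50 nM, b-H3K14Ac 50 nM, 1x PBS pH 7.4 + 0.01% Tween-20. Preincubation 30 min RT; cpd 30 min RT (top 110 uM); beads 20 min RT, light-protected.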
APEX1 inh = blocks human APE1 abasic DNA cleavage. P27695. recombinant APE1, TAMRA/BHQ-2 abasic DNA cleavage fluorescence. Potency, µM (series often up to 65.8 µM), for the others: at the top dose activity change, negative = inhibition, usual class: inhibitors. actives 0.35% (n = 350,000);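 further: plate controls were vehicle for no effect and reference inhibitor for full effect; nearly all actives have a fitted effect of over 55% in size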
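APE1 at 0.75 nM final was preincubated with compound 15 min at room temperature, then 50 nM double-stranded THF abasic-site substrate (5'-TAMRA/3'-BHQ-2) was added. Fluorescence (ex 525/em 598 nm) was read kinetically; third-minus-first read gave activity.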
Pol eta inh = inhibitors of human DNA polymerase eta; recombinant Pol eta, fluorescent DNA replication assay; actives 1.2% (n = 390,000); Potency, µM (top dose mostly 114 µM), for the others: top-dose activity change, negative = inhibition, hits mostly inhibitors; further: on the % scale 0 is the no-effect control and ±100 the full control effect
Target sequence (Q9Y253 whole entry, looked up): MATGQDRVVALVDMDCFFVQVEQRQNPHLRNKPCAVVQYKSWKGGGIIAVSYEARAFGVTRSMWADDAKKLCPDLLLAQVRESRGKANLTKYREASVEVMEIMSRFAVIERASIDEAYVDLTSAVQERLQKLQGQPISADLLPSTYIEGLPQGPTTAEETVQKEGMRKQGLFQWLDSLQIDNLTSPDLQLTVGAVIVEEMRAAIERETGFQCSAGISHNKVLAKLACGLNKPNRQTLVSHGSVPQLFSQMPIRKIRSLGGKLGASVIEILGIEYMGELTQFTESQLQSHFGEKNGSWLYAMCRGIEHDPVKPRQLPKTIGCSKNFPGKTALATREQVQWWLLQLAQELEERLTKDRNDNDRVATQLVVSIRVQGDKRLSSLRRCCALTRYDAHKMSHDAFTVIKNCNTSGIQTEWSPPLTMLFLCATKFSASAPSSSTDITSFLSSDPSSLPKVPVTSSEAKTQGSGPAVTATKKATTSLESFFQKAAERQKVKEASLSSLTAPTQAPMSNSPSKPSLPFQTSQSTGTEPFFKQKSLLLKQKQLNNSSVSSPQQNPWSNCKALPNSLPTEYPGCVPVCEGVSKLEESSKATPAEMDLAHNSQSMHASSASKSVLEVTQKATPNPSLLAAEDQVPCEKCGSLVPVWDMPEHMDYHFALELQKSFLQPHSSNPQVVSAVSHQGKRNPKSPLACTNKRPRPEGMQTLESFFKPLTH
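Pol eta at 10 nM preincubated with compounds 15 min at room temperature; reaction started with fluorescent substrate (50 nM final) and read kinetically at 0 and 10 min.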
Pol beta inh = inhibitors of human DNA polymerase beta; Pol beta primer extension/strand displacement, fluorescence kinetic; Potency, µM (top dose mostly 114 µM), for inactives: top-dose activity change, negative = inhibition, usual class: inhibitors; actives 1.3% (n = 340,000); AID 485314; further: on the % scale 0 is the no-effect control and ±100 the full control effect
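Values derive from four-parameter Hill fits of normalized kinetic data: reads at 0 and 10 min following addition of 50 nM substrate to 10 nM Pol beta preincubated 15 min with compound.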
G9a inh = inhibitors of human histone lysine methyltransferase G9a. Q96KQ7. G9a H3K9 monomethylation, AlphaScreen, 2 h. Potency, µM (series often up to 102 µM), inactives show at the highest dose activity, negative = inhibition, usual class: inhibitors. actives 8.8% (n = 350,000); further: on the % scale 0 is the no-effect control and ±100 the full control effect; nearly all actives have a fitted effect of over 75% in size
Target sequence (Q96KQ7 913-1193 limits assumed): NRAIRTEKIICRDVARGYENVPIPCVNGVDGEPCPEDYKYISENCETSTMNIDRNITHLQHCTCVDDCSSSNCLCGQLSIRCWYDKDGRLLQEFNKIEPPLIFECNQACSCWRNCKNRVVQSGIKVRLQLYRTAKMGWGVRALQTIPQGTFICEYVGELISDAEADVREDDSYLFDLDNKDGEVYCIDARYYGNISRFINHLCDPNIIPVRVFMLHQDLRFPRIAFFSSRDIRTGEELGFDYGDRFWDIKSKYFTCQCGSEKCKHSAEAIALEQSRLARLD
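G9a (20 nM) was preincubated 15 min with compound, then reacted 2 h at room temperature with 500 nM biotin-H3K9 peptide and 20 µM SAM. Monomethyl-H3K9 detected by AlphaScreen using anti-H3K9me1 antibody.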
POLK inh = inhibitors of human DNA polymerase kappa. Potency, µM (top dose mostly 107 µM), inactives show top-dose activity, negative = inhibition, hits mostly inhibitors. purified Pol kappa, fluorescent DNA synthesis assay, 10 min. actives 0.53% (n = 400,000). Q9UBT6; further: on the % scale 0 is the no-effect control and ±100 the full control effect
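Readout: fluorescence, taken kinetically at 0 and 10 min. Conditions: 10 nM Pol kappa, 15 min RT compound preincubation, 50 nM substrate final. Controls: enzyme-free buffer wells.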
BLM inh = inhibitors of human Bloom syndrome helicase BLM. P54132. recombinant BLM DNA unwinding, fluorescence dequenching. Potency, µM (titrated, usually from 56.1 µM), for the others: at the highest dose activity change, negative = inhibition, actives largely listed as inhibitors. actives 0.2% (n = 350,000). AID 2528;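 further: plate controls were vehicle for no effect and no enzyme for full effect; nearly all actives have a fitted effect of over 35% in size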
Apoferritin bind = candidate novel general anesthetic via apoferritin binding; AID 485281; actives 0.074% (n = 350,000); P02791; Potency, µM (doses to about 77.5 µM), for inactives: top-dose activity change, negative = displacement, hits mostly inhibitors; apoferritin/1-aminoanthracene competitive binding, fluorescence; further: on the % scale 0 is the no-effect control and ±100 the full control effect; nearly all actives have a fitted effect of over 20% in size
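Horse-spleen apoferritin (10 uM) in 50% saturated 1-aminoanthracene in PBS was incubated 10 min at room temperature with compound. Fluorescence (ex 380, em 535 nm) was normalized to free and bound 1-AMA, with concentration-response fitted by a four-parameter Hill equation.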
Pol iota inh = inhibitors of human DNA polymerase iota; Potency, µM (titrated, usually from 115 µM), for inactives: at the highest dose activity, negative = inhibition, most hits filed as inhibitors; Pol iota fluorescent replication assay, 10 min; actives 1% (n = 390,000)
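Pol iota at 10 nM preincubated 15 min with compounds at room temperature; reaction started with fluorescent substrate, 50 nM final. Fluorescence read kinetically at 0 and 10 min; buffer-only wells as negative control.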
An asterisk follows results filed as active; ? = inconclusive; / = not tested or not shown; & = joins results of further samples; [ ] = remark or other dose. The call rests on the fitted dose curve; in most records, active means well fitted curve in the direction sought with a large enough effect; inconclusive means small, poorly fitted or top-dose-only effect, or another doubt; inactive means no such curve, though single readings can be large; an effect the other way counts as inactive or inconclusive. Potency means the concentration at half of the fitted maximal effect.

Order of values – BAZ2B block, APEX1 inh, Pol eta inh, Pol beta inh, G9a inh, POLK inh, BLM inh, Apoferritin bind, Pol iota inh
CN(C)c1ccc(N2C(=NC(=O)COc3ccccc3)SC3CS(=O)(=O)CC32)cc1 (configuration not stated)
  ?, 66%[activator], -15%, -12%, 50µM*, 7%, 1%, -20%, 9%
O=C(CNc1cccc(S(=O)(=O)N2CCOCC2)c1)Nc1ccccc1F
  -13%, 16%, -8%, 31%, 25%, -13%, 0%, -10%, 0%
CCOC(=O)C1(Cc2cccc(OC)c2)CCN(Cc2cc(OC)ccc2OC)CC1
  -14%, 11%, -22%, 55%, /, -8%, 0%, -14%, 32%[activator]
CCOc1ccccc1C1C(C#N)=C(N)SC(N)=C1C#N
  2%, 0%, -8%, 22%, ?, -11%, -3%, ?, ?
CCN1C(=O)C2(c3ccccc31)c1c(oc3ccc(F)cc3c1=O)C(=O)N2CCCOC (configuration not stated)
  -9%, /, -9%, -17%, -3%[59 µM], -8%, 1%, 0%, 5%
[O-][n+]1ccccc1SCc1ccccc1
  5%, 7%, -18%, /, -9%[2.33 µM], 4%, /, /, 1%
Cc1ccc(S(=O)(=O)COCCN2CCN(S(=O)(=O)c3ccc(C)cc3)CCC2=O)cc1
  /, -7%, /, /, -50%[59 µM], -13%[60.1 µM], -11%[75.6 µM], 0%, /
Cc1onc(-c2c(Cl)cccc2Cl)c1C(=O)NC1C(=O)N2C1SC(C)(C)C2C(=O)O (configuration not stated)
  -21%, ?, -6%, 13%, ?, ?, -13%&-7%, -3%&-5%, -7%
COC(=O)CCCC1=CC2=C(c3ccccc3)C(=O)C(C)(OC(=O)C3CCCC3)C(=O)C2=CN1c1ccccc1 (configuration not stated)
  ?, 13%[12.4 µM], -7%, 6%, ?, -25%, -4%[12.4 µM], -20%, 26%
COc1ccc(-n2ncc3c(NCCCn4ccnc4)ncnc32)cc1
  1%, -4%, -2%, 1%, 14%[59 µM], -9%, 0%, -6%, 0%
COc1cc(OC)c(C(=O)O/N=C(\N)c2cccc(C)c2)cc1OC
  -5%, 25%, -6%, 20%, -4%[2.33 µM], -7%, -2%, -8%, 99%[activator]
CCCN(C(=O)c1ccc2c(=O)n3c(nc2c1)CCCCC3)c1cccc(Cl)c1
  -3%, /, /, 4%, -4%[59 µM], -6%, -3%, ?, 16%
COc1ccccc1C/C(N)=N/OC(=O)c1cccs1
  -1%, 4%, -16%, 6%, 10%, 2%, -2%, -16%, 68%[activator]
CON/C=C(\C=Nc1ccc(Cl)cc1)c1ncc(C(F)(F)F)cc1Cl
  -12%, 0%, 0%, 6%, ?, 0%, 0%, 22%, 91%[activator]
O=C(COC(=O)c1ccccc1)Nc1ccccc1Br
  -2%, -3%, -18%, -14%, 2%, -2%, -2%, -13%, 62%[activator]
CC(C)COC(=O)c1ccc(NC(=O)C2C3CCC(C3)C2C(=O)O)cc1 (configuration not stated)
  4%, 14%, -6%, 19%, -41%[59 µM], -12%, 1%, ?, 4%
COc1ccc(-c2nc(CS(=O)(=O)CC(=O)NCCCN3CCN(C)CC3)c(C)o2)cc1
  -5%, -3%, -7%, 41%, -30%, 8%, 5%, -5%, 2%
COc1ccc(NC(=O)CS(=O)CC(=O)Nc2ccc(F)cc2F)cc1 (configuration not stated)
  0%, 28%, -14%, -29%, 8%, -11%, -4%, ?, -17%
O=C(NNC(=O)c1cc(S(=O)(=O)N2CCCCC2)ccc1Cl)c1ccccc1O
  4%, 0%, -17%, /, 36%[activator][12.7 µM], -3%, /, /, 2%
Cc1cc(NC(=O)CCC(=O)N(c2ccccc2)C(C(=O)NC2CCCCC2)c2cccs2)no1 (configuration not stated)
  2%, 6%, 0%, 6%, 1%[59 µM], 1%, -6%, -19%, 5%
COc1ccc(/C=C/C(=O)NNc2cc(=O)n(C)c(=O)n2C)cc1OC
  1%, -1%, -4%, -1%, 14%, 5%, -10%, -5%, 82%[activator]
COc1ccc2[nH]c3c(c2c1)CCC/C3=N\N
  -16%, 2%, 4%, 32%, /, -14%, -9%, 5%, 41%[activator]
CCN(CC(=O)NC1CCS(=O)(=O)C1)S(=O)(=O)c1ccc(Cl)cc1C(F)(F)F (configuration not stated)
  -2%, 6%, -4%, /, -9%, -17%, /, /, 25%
COc1ccc(C(=O)N2c3ccccc3CC2C)cc1OC (configuration not stated)
  -22%, 1%, -17%, 27%, 30%[59 µM], -1%, 1%, -19%, ?
Cc1sc(NC(=O)CSc2ncn(-c3ccccc3)n2)nc1-c1ccccc1
  10%, -5%, -8%, 0%, -22%[59 µM], 3%, -1%, 1%, -8%
COc1ccc(NC(=O)CSc2nc3c([nH]c4ccccc43)c(=O)n2C)cc1
  -7%&2%, 10%, -14%&-10%, 36%&3%[activator], -1%, -14%, 0%&0%, -5%&-5%, -6%&6%
Nc1nonc1C(=O)NCCNS(=O)(=O)c1ccc(F)cc1
  -2%, -3%, -23%, 8%, -11%, -4%, 2%, -9%, 17%
C#CC[N+](C)(C)CCCCCCCC
  3%, -3%, 7%, 0%, -1%[59 µM], 3%[60.1 µM], 1%, -15%, 24%
Cc1cc(C(=O)Nc2ccccc2)c(C)o1
  -5%, 3%, -17%, -1%, ?, -3%, -4%, -2%, 11%
CCOP(=O)(OCC)/C(=N/OC(=O)c1cccc([N+](=O)[O-])c1)C(N)=O
  3%, -8%, -3%, 4%, 6%, -10%, -2%, 13%, 2%
Cc1nc2nc(SCC(=O)NCc3ccccc3)nn2c(C)c1Cc1ccccc1
  25%, /, -18%, ?, 13%[59 µM], -1%[60.1 µM], 0%, ?, 13%
COc1ccc(N2CCN(C(CNS(=O)(=O)c3ccc4c(c3)OCCO4)c3ccco3)CC2)cc1 (configuration not stated)
  ?, -5%, -10%, 20%, 7.9µM*, -12%, -10%, 53%[activator], 7%
COC(c1ccc(Cl)cc1)(c1ccc(Cl)cc1)C(Oc1nccc(C)n1)C(=O)O (configuration not stated)
  6%, 18%, -7%, 4%, -13%, 1%, -2%, -7%, 2%
CN(C)S(=O)(=O)c1ccc(C(=O)NCC(C)(C)CN=C2NS(=O)(=O)c3ccccc32)cc1
  -1%, 7%, -12%, -3%, -8%, 7%, -5%, 7%, 25%
CCOc1ccccc1NC(=O)CN(C)S(=O)(=O)c1ccc2nc(C)sc2c1
  -1%, /, /, 21%, -9%[59 µM], -12%, -3%, -3%, 21%
CCN(CC)C(=O)C1CCN(c2cc(C)nc3c(-c4ccc(OC)c(OC)c4)c(C)nn23)CC1
  -36%, /, -11%, 29%, 2%[59 µM], -4%, -2%, -5%, 42%[activator]
CCOC(=O)c1ccccc1NC(=O)CSC(C)C(=O)Nc1cc(C)on1 (configuration not stated)
  -4%, 27%, -26%, /, -5%[0.501 µM], -10%, /, /, 65%[activator]
Cc1c(C(=O)OCC(=O)Nc2ccccc2OC(F)F)cccc1[N+](=O)[O-]
  3%, -4%, -15%, 29%, 7%[59 µM], 6%, -1%, -5%, 34%[activator]
Cc1ccc(NC(=S)Nc2cccc3ccccc23)cc1F
  -35%, -5%, -19%, 26%, /, -5%, -14%, -12%, 58%
CCc1cc(C(=O)NN2C(=O)NC3(CCCCC3)C2=O)sc1C
  -3%, 19%, 0%, /, 2%[59 µM], -13%, /, /, 7%
Cc1noc(C)c1S(=O)(=O)N1CCN(c2ccccc2Cl)CC1
  -1%, 21%, -13%, /, -13%, -17%, /, /, 23%
O=C(Nc1ccnn1C1CCN(C(=O)c2ccc(F)c(Cl)c2)CC1)C1CC1
  -3%, 27%, -12%, 22%, 37%[activator], 0%, 0%, -5%, ?
COc1cccc(NS(=O)(=O)NC(=O)c2cn(C)c3ccccc23)c1
  -26%[57.1 µM], -2%, -7%, 13%, -17%, -5%, 1%, -4%, 3%
O=C(O)c1cnc2ccccc2n1
  ?, -2%, -14%, 2%, 13%[59 µM], -2%, -2%, -6%, -15%

Compounds from the list above that have two or more sulfur atoms:
Order of values – BAZ2B block, APEX1 inh, Pol eta inh, Pol beta inh, G9a inh, POLK inh, BLM inh, Apoferritin bind, Pol iota inh
CN(C)c1ccc(N2C(=NC(=O)COc3ccccc3)SC3CS(=O)(=O)CC32)cc1 (configuration not stated)
  ?, 66%[activator], -15%, -12%, 50µM*, 7%, 1%, -20%, 9%
Cc1ccc(S(=O)(=O)COCCN2CCN(S(=O)(=O)c3ccc(C)cc3)CCC2=O)cc1
  /, -7%, /, /, -50%[59 µM], -13%[60.1 µM], -11%[75.6 µM], 0%, /
CCN(CC(=O)NC1CCS(=O)(=O)C1)S(=O)(=O)c1ccc(Cl)cc1C(F)(F)F (configuration not stated)
  -2%, 6%, -4%, /, -9%, -17%, /, /, 25%
Cc1sc(NC(=O)CSc2ncn(-c3ccccc3)n2)nc1-c1ccccc1
  10%, -5%, -8%, 0%, -22%[59 µM], 3%, -1%, 1%, -8%
CN(C)S(=O)(=O)c1ccc(C(=O)NCC(C)(C)CN=C2NS(=O)(=O)c3ccccc32)cc1
  -1%, 7%, -12%, -3%, -8%, 7%, -5%, 7%, 25%
CCOc1ccccc1NC(=O)CN(C)S(=O)(=O)c1ccc2nc(C)sc2c1
  -1%, /, /, 21%, -9%[59 µM], -12%, -3%, -3%, 21%

A second format for two compounds above.
structure | BAZ2B block | APEX1 inh | Pol eta inh | Pol beta inh | G9a inh | POLK inh | BLM inh | Apoferritin bind | Pol iota inh
O=C(Nc1ccnn1C1CCN(C(=O)c2ccc(F)c(Cl)c2)CC1)C1CC1 | -3% | 27% | -12% | 22% | 37%[activator] | 0% | 0% | -5% | ?
COc1cccc(NS(=O)(=O)NC(=O)c2cn(C)c3ccccc23)c1 | -26%[57.1 µM] | -2% | -7% | 13% | -17% | -5% | 1% | -4% | 3%

An excerpt; rates above refer to the full screens.
